# Rac1 mut GTP – modulators of GTP binding to human Rac1 activated mutant; GST-Rac1 activated beads, fluorescent GTP binding, flow cytometry; actives lie on both sides; 100% means binding = to untreated wells; percent activity (GTP binding), % at 10 µM; 0.11% of 190,000 active;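 active = GTP binding at least 20 percentage points away from the 100% baseline, in either direction, so actives lie on both sides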
# GSH fluor – compound fluoresces at 488/530 nm on GSH beads. GSH beads flow cytometry, compound fluorescence 488/530 nm; active compounds read high. fluorescence (KMESF) at 10 µM. 0.25% of 190,000 active; in the data active = fluorescence above about 89;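 also: glutathione beads carrying GST-tagged Bcl family fusion proteins plus one bare bead set; values are compound well signal with DMSO vehicle wells as background; inactives centre near 16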
# Avidin bead fluor – avidin bead compound fluorescence profile | Avidin beads, compound fluorescence 488/530 nm, flow cytometry; active compounds read high | 0.38% of 220,000 active | AID 1775 | fluorescence (KMESF) at 10 µM; in the data active = fluorescence above about 47; also: inactives centre near 10
# HRas wt GTP – changes GTP binding to wildtype human HRas; P01112; 0.14% of 190,000 active; GTP binding activity, % at 10 µM; GST-Ras wt beads, Bodipy-FL-GTP binding, flow cytometry; actives lie on both sides;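 active = GTP binding activity at least 20% away from the 100% baseline, either lowered as inhibitor or raised as activator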;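 also: 0% = unlabeled GTP competition control and 100% = no-compound control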
# Target sequence (P01112 whole entry, looked up): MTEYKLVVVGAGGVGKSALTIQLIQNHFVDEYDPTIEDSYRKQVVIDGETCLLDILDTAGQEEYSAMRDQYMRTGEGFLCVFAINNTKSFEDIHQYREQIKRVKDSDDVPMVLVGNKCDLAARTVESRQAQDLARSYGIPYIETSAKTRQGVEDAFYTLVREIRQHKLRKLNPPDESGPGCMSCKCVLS
# Rac1 wt GTP bind – alters GTP binding to wildtype human Rac1. 0.27% of 190,000 active. GTP binding activity (% of control), % at 10 µM. GST-Rac1 beads, fluorescent GTP binding, flow cytometry; actives lie on both sides; 0 = cold GTP competed, 100 = untreated. AID 757. P63000;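 active = GTP binding activity at least 20 points away from the 100% control level, either lower or higher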
# Mcl1-Noxa inh – Mcl-1/Noxa interaction inhibition. inhibition, % at 21.7 µM. 1.5% of 220,000 active. TR-FRET Mcl-1/Noxa peptide binding, 2 h. Q07820. AID 1022;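 active = compounds that cut the protein-peptide binding signal by more than 50% relative to plate controls in a single-dose test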;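 also: His-tagged Mcl-1 with rhodamine Noxa BH3 peptide and terbium anti-His antibody; 0% = Mcl-1 plus Noxa peptide wells and 100% = peptide-only wells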
# Target sequence (Q07820 whole entry, looked up): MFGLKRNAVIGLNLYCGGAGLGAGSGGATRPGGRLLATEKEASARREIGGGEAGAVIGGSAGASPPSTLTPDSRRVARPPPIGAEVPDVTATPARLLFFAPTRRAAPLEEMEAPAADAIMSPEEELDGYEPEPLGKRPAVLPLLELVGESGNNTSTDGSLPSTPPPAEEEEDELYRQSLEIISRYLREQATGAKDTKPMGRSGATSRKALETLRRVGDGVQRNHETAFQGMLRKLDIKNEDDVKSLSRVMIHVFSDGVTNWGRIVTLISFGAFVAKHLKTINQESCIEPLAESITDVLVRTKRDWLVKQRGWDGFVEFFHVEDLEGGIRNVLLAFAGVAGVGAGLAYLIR
# Mcl1-Bid inh – disrupts binding of human Mcl-1 to Bid peptide; TR-FRET Mcl-1/Bid-Dy647 peptide binding, 1536-well; inhibition, % at 21.7 µM; 0.97% of 220,000 active; AID 1021;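 active = compounds that cut the binding signal by more than half at the single screening dose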;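 also: His-tagged Mcl-1 with europium anti-His antibody binding Bid BH3 peptide; 0% = Mcl-1 plus peptide wells and 100% = peptide-only wells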
# Pf gamet viab – inhibitors of late stage P. falciparum gametocyte viability. P. falciparum stage V gametocytes, ATP luminescence, 24 h. inhibition, % at 10.9 µM. 0.065% of 150,000 active;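 active = inhibition above the mean plus 3 SD of compounds within the control limits, set per campaign, cut at about 38% in these data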;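 also: 0% = DMSO wells and 100% = medium only without gametocytes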
# Rab2 wt GTP – changes GTP binding to wildtype dog Rab2A, up or down; 0.19% of 190,000 active; P61105; GTP binding activity, % at 10 µM; GST-Rab2 wt beads, Bodipy-GTP binding, flow cytometry;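 active = GTP binding activity at least 20 points away from 100%, either lowered or raised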;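 also: 0% = beads with excess unlabeled GTP and 100% = no-compound control corrected for plate trend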
# Rab7 wt GTP bind – dog Rab7 wildtype GTP binding, inhibitors and activators; 0.055% of 190,000 active; GST-Rab7 beads, fluorescent GTP binding, flow cytometry; actives lie on both sides; untreated = 100%, excess cold GTP = 0%; GTP binding activity (percent of control), % at 10 µM;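 active = fluorescent GTP binding to Rab7 beads changed by at least 20 points from the 100% baseline, either direction, mostly lower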;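 also: median green fluorescence of bound Bodipy-FL-GTP per Rab7 bead population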
# Cdc42 wt GTP – changes GTP binding to wildtype human Cdc42. P60953. GST-Cdc42 beads, Bodipy-GTP binding, flow cytometry; actives lie on both sides. percent activity (GTP binding), % at 10 µM. 0.2% of 190,000 active. AID 761;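 active = percent activity GTP binding at least 20 points away from the 100% baseline, either down as inhibitor or up as activator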;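 also: median bead fluorescence of bound Bodipy-FL-GTP at 100 nM; 0% = excess unlabeled GTP control and 100% = no compound control; below 100% means less GTP binding so inhibitor and above means activator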
# Target sequence (P60953 whole entry, looked up): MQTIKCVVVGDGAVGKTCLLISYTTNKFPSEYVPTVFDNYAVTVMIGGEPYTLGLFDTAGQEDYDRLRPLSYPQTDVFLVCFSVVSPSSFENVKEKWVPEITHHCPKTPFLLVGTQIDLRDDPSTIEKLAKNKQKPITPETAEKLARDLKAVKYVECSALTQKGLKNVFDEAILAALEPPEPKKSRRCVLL
# Starred values were filed as active, the others as inactive; / = not tested or not shown.
SMILES,Rac1 mut GTP,GSH fluor,Avidin bead fluor,HRas wt GTP,Rac1 wt GTP bind,Mcl1-Noxa inh,Mcl1-Bid inh,Pf gamet viab,Rab2 wt GTP,Rab7 wt GTP bind,Cdc42 wt GTP
COc1ccc(CN2CCN(Cc3ccccc3)C(CCO)C2)cc1OC (stereo not given),95.0,14,12,94.0,97.0,3.7,-8.4,17.2,95.0,96.0,94.0
N#Cc1cc2c(nc1SCC(=O)Nc1sc3c(c1C#N)CCC3)CCCC2,99.0,9,10,101.0,105.0,-12.5,-13.9,-20.0,101.0,98.0,103.0
CC(C)N1CCN(Cc2ccc(C#CC(C)(C)O)s2)CC1CCO (stereo not given),97.0,8,2,100.0,99.0,-1.0,-12.8,-13.7,100.0,106.0,97.0
Cc1cc(C(=O)Nc2ccc3c(c2)OCCO3)co1,97.0,26,32,98.0,103.0,1.2,-7.4,/,99.0,99.0,99.0
c1ccc(-c2ccc(OCCOCCn3cncn3)cc2)cc1,95.0,25,14,98.0,92.0,28.9,37.1,0.6,98.0,92.0,98.0
O=C(O)c1ccccc1Nc1ccc(OC(F)F)cc1,111.0,9,25,104.0,113.0,23.0,-10.6,29.8,108.0,104.0,110.0
O=C(NCCN1CCOCC1)c1cn(CCc2ccccc2)nn1,99.0,28,7,101.0,102.0,-16.5,9.1,/,100.0,102.0,100.0
O=c1oc2ccccc2c2c1nnn2CCO,97.0,17,10,96.0,97.0,11.3,-11.4,0.5,97.0,95.0,96.0
CCCC(=O)NC(c1ccc(OC)cc1)c1ccc2cccnc2c1O (stereo not given),93.0,11,10,99.0,100.0,-16.5,-82.1,-9.7,98.0,103.0,96.0
O=C(NC1CCCCC1)N(CCO)Cc1cc2cc3c(cc2[nH]c1=O)OCCO3,99.0,8,7,100.0,106.0,2.0,10.4,-8.4,99.0,99.0,101.0
COc1cccc(NC(=O)Nc2cccn(Cc3ccc(C)cc3)c2=O)c1,96.0,20,9,99.0,103.0,-3.5,-28.8,-4.3,97.0,97.0,96.0
COc1ccc(-c2nnn(CC(=O)N(CC(=O)NC3CCCC3)Cc3ccco3)n2)cc1OC,95.0,13,11,98.0,97.0,-14.0,-6.1,-3.1,99.0,105.0,96.0
CCCC(=O)NC(C)C(c1cccs1)N1CCN(C)CC1 (stereo not given),102.0,30,12,102.0,107.0,-1.8,-42.3,/,102.0,98.0,102.0
CC1CC(C)(C)NC(=S)N1CCCC(=O)NCCc1ccc(Cl)cc1 (stereo not given),100.0,11,12,101.0,104.0,-7.3,-46.9,-10.6,103.0,105.0,102.0
O=C(Nc1nc(COc2ccccc2)cs1)c1ccccc1F,100.0,13,1,99.0,97.0,2.2,-10.6,/,97.0,100.0,95.0
CN(C)N=C1c2cc(S(=O)(=O)N3CCOCC3)ccc2-c2ccc(S(=O)(=O)N3CCOCC3)cc21,96.0,20,13,96.0,97.0,-4.7,2.2,/,97.0,97.0,100.0
O=c1cc(CO)oc(C(Nc2cccc([N+](=O)[O-])c2)c2ccccn2)c1O (stereo not given),97.0,17,3,98.0,100.0,70.7*,-21.5,/,98.0,100.0,97.0
Cc1nc2cc(C(=O)NCCN3CCOCC3)ccc2n1-c1ccc(F)cc1F,98.0,29,5,100.0,102.0,-9.3,-1.1,6.7,101.0,99.0,100.0
O=C(Nc1nc2ccccc2c(=O)[nH]1)c1ccccc1SCc1ccccc1,95.0,15,12,98.0,99.0,11.8,-13.8,-3.5,96.0,96.0,98.0
S=C(Nc1ccccc1Cl)NC1CCN(Cc2ccccc2)CC1,99.0,19,8,99.0,102.0,12.5,-59.7,/,100.0,98.0,103.0
CC(C)(C)NCc1cc2ccccc2[nH]c1=O,95.0,38,5,100.0,101.0,-1.4,-19.8,/,95.0,101.0,98.0
CCN1CCN(Cc2ccc(NC(=O)Nc3ccc(OC)cc3)cc2)CC1,101.0,19,7,100.0,103.0,5.6,-26.1,/,101.0,98.0,104.0
Cc1ccc(SCCNC(=O)CN2C(=O)c3ccccc3S2(=O)=O)cc1,103.0,7,6,103.0,103.0,9.5,-29.6,/,102.0,101.0,103.0
COc1cc(NC(=O)CS(=O)(=O)c2ccc(C)cc2)cc(OC)c1OC,99.0,33,15,101.0,103.0,0.4,-58.6,-10.1,101.0,102.0,100.0
O=[N+]([O-])c1cccc(/C=N/Nc2nc(N3CCOCC3)nc(N3CCOCC3)n2)c1,100.0,9,15,100.0,103.0,7.0,-16.8,/,99.0,99.0,103.0
SMILES,Rac1 mut GTP,GSH fluor,Avidin bead fluor,HRas wt GTP,Rac1 wt GTP bind,Mcl1-Noxa inh,Mcl1-Bid inh,Pf gamet viab,Rab2 wt GTP,Rab7 wt GTP bind,Cdc42 wt GTP
CCS(=O)(=O)c1ccc2oc(SCC(=O)NCCc3ccc(OC)cc3)nc2c1,94.0,14,8,96.0,99.0,1.3,-23.4,-17.1,101.0,104.0,98.0
CN(c1ccccc1C(=O)Nc1ccc(F)c(F)c1)S(C)(=O)=O,96.0,17,12,99.0,101.0,-4.4,-8.1,-10.6,98.0,106.0,96.0
C=CCOc1cccc(C2/C(=C(/O)c3ccc(Cl)cc3)C(=O)C(=O)N2CCN2CCOCC2)c1 (stereo not given),94.0,36,17,98.0,95.0,-10.4,-37.7,-22.6,95.0,98.0,96.0
COc1ccc2cc3c(N)c(C(=O)NCc4ccco4)sc3nc2c1,94.0,10,33,95.0,94.0,63.4*,-14.8,/,94.0,94.0,93.0
Cc1noc(/C=C/c2ccco2)c1S(=O)(=O)N1CCC(C(=O)N2CCc3ccccc3C2)CC1,100.0,23,13,103.0,101.0,-1.8,-4.3,/,103.0,98.0,105.0
Cn1c(=O)n(-c2cccc(Cl)c2)c(=O)n1C,102.0,22,16,105.0,102.0,-10.7,-3.2,/,107.0,111.0,103.0
O=C(Nc1ccc(F)cc1Cl)c1ccc2c(=O)n3c(nc2c1)CCCCC3,96.0,4,17,96.0,96.0,4.5,-19.0,24.6,101.0,98.0,96.0
O=C(Oc1ccc(Nc2ncnc3ccccc23)cc1)c1cccnc1,96.0,22,11,100.0,98.0,43.8,72.7*,-11.0,97.0,103.0,96.0
Cc1cccc2[nH]c(-c3ccc(NC(=O)c4ccco4)cc3)nc12,101.0,23,14,103.0,102.0,6.6,-6.8,-12.2,103.0,97.0,103.0
O=C(NC1CCCCC1)c1ccc(S(=O)(=O)NCc2ccco2)cc1,99.0,27,6,101.0,103.0,2.9,-21.9,21.0,100.0,101.0,101.0
Cc1cc(Nc2ncc(Cl)cc2Cl)n(-c2ccccc2C)n1,98.0,8,7,99.0,98.0,-6.6,-13.3,/,99.0,93.0,99.0
O=C(NNc1cc(N2CCOCC2)nc(N2CCOCC2)n1)c1ccc(Cl)cc1Cl,99.0,9,0,98.0,104.0,-3.4,-14.5,1.0,98.0,100.0,102.0
Cc1cccc(NC(=O)CSc2nc(N)cc(N)n2)c1,99.0,25,7,100.0,105.0,25.9,-4.7,/,101.0,103.0,101.0
CN(C)S(=O)(=O)Nc1cc(F)cc(F)c1,93.0,8,7,96.0,96.0,2.2,-11.5,4.0,94.0,95.0,95.0
CN(C)S(=O)(=O)c1ccc(C(=O)N2CCCC2c2nc3ccccc3s2)cc1 (stereo not given),100.0,20,16,101.0,106.0,0.3,-37.2,/,100.0,98.0,103.0
C/C(CC(=O)Nc1ccccn1)=N\NC(=O)C(=O)Nc1ccccc1C,99.0,33,19,99.0,101.0,2.3,-32.1,/,102.0,101.0,101.0
O=C(CSc1nc2c([nH]c3ccccc32)c(=O)n1-c1cccc(Cl)c1)N1CCOCC1,100.0,20,8,102.0,105.0,28.1,49.8,/,100.0,99.0,101.0
CCCc1ncc(C(O)c2ccc(OC)cc2)n1C (stereo not given),96.0,7,13,98.0,98.0,-1.6,-2.6,/,96.0,97.0,96.0
O=C(CN1CCCCC1)NNc1nc(-c2ccccc2)c2cc(Cl)ccc2n1,96.0,12,24,94.0,96.0,-3.4,-26.2,4.0,95.0,94.0,93.0
CC1CCN(CCNC(=S)Nc2ccc(Cl)cc2)CC1,100.0,20,5,98.0,102.0,-4.7,-15.6,-11.5,99.0,95.0,99.0
COCC(=O)NC1CCN(C(=O)NCc2ccccc2)CC1,102.0,9,14,102.0,105.0,-23.4,-17.9,4.0,99.0,97.0,103.0
CCC(=O)N1CCc2cc(S(=O)(=O)NCCC(=O)Nc3ccccc3C)ccc21,99.0,30,14,100.0,103.0,27.3,-28.1,/,99.0,98.0,99.0
C=C(C)c1cccc(C(C)(C)NC(=O)Nc2ccc(OC)cc2)c1,96.0,18,12,97.0,99.0,-0.3,-19.3,0.7,98.0,97.0,96.0
CCOC(=O)c1cc(-c2ccc(C#N)cc2)nc2c1c(C)nn2CCC#N,97.0,13,7,99.0,100.0,15.9,-16.5,15.4,102.0,101.0,99.0
Cc1ccc(OCC(=O)Nc2cc(C(=O)O)cc(C(=O)O)c2)cc1C,98.0,10,11,98.0,101.0,2.5,-0.6,-28.8,98.0,99.0,100.0

# Part of the list above with just Mcl1-Bid inh.
molecule	Mcl1-Bid inh
Cc1cccc(NC(=O)CSc2nc(N)cc(N)n2)c1	-4.7
CN(C)S(=O)(=O)Nc1cc(F)cc(F)c1	-11.5

# The results go on:
SMILES,Rac1 mut GTP,GSH fluor,Avidin bead fluor,HRas wt GTP,Rac1 wt GTP bind,Mcl1-Noxa inh,Mcl1-Bid inh,Pf gamet viab,Rab2 wt GTP,Rab7 wt GTP bind,Cdc42 wt GTP
CCc1cc2c(=O)n(Cc3ccco3)c(SCC(=O)NC3CCS(=O)(=O)C3)nc2s1 (stereo not given),94.0,16,9,96.0,98.0,13.9,-24.3,22.2,96.0,96.0,100.0
COc1ccc(CCCC(=O)Nc2ccc(F)cc2)cc1,98.0,11,14,96.0,98.0,17.0,-1.1,-5.6,97.0,96.0,97.0
CCn1ccnc1CN1CCc2c([nH]c3ccccc23)C1CC(C)C (stereo not given),98.0,10,13,99.0,102.0,24.5,-68.8,-4.0,99.0,101.0,102.0
O=C(NCCc1ccccc1)C1CCN(S(=O)(=O)c2cccnc2)CC1,97.0,22,11,98.0,100.0,-7.5,-10.9,/,96.0,100.0,95.0
COCC1CCCN(Cc2cn(-c3ccccc3F)nc2-c2cc(C)sc2C)C1 (stereo not given),95.0,9,3,98.0,98.0,-4.3,-19.6,6.7,97.0,96.0,98.0
Cc1ccc(S(=O)(=O)N(C)C)cc1NC(=S)NNC(=O)C(N)=O,95.0,16,11,98.0,101.0,-6.9,-152.5,-10.4,99.0,106.0,100.0
Cc1c(C(=O)N2CCCC2)oc2c1-c1[nH]ncc1CC2,97.0,13,4,101.0,109.0,9.3,-13.0,/,101.0,101.0,103.0
CCC(=O)c1c[nH]c(C(=O)NCc2ccco2)c1,97.0,11,40,101.0,99.0,6.0,-18.3,17.2,98.0,97.0,101.0

# High-throughput results (PubChem)
